High-throughput results as filed in PubChem BioAssay.
TDP1 block: blocks human tyrosyl-DNA phosphodiesterase 1 | hit rate 0.28% among 350,000 | Potency, µM (titrated, usually from 130 µM), without a hit: at the highest dose activity change, negative = inhibition, usual class: inhibitors | recombinant TDP1, AlphaScreen DNA substrate cleavage | AID 485290 | Q9NUW8; also: nearly all actives have a fitted effect of over 40% in size
Target sequence (Q9NUW8 whole entry, looked up): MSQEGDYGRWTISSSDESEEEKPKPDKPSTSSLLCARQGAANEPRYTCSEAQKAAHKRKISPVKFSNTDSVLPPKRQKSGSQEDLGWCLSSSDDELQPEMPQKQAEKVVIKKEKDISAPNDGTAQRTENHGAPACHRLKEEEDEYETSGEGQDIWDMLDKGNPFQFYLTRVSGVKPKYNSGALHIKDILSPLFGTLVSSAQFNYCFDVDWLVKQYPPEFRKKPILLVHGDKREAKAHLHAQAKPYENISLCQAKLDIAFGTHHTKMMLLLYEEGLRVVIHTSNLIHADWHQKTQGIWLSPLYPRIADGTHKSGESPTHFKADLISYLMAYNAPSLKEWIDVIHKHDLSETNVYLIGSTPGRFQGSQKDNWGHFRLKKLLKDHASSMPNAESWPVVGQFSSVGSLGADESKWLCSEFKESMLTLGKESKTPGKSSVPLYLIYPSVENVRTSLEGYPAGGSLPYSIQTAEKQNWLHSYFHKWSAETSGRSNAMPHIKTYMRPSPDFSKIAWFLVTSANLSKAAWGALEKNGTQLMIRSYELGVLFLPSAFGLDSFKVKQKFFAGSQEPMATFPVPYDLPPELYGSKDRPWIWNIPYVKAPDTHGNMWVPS
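Tdp1 1 nM final; 15 min RT w/ cpd; substrate 15 nM, 5 min; beads 10 ug/ml, 10 min; AlphaScreen read. Neg ctrl: no enzyme.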
N370S GC mod: N370S glucocerebrosidase modulation, Gaucher chaperone candidate; N370S GC spleen homogenate, 4MU-glucoside fluorescence; Potency, µM (doses to about 59.4 µM), for inactives: at the top dose activity change, negative = inhibition, usual class: inhibitors; hit rate 0.092% among 330,000; AID 2101;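 also: 0% = full enzyme activity and -100% = no enzyme basal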
TDP1 cell noCPT: qHTS for Inhibitors of human tyrosyl-DNA phosphodiesterase 1 (TDP1): qHTS in cells in absence of CPT; hit rate 15% among 420,000; DT40 Tdp1-/- hTDP1 cells, no CPT, ATP luminescence, 48 h; Potency, µM (top dose mostly 46.2 µM), for the others: at the top dose activity change, negative = growth inhibition, usual class: inhibitors; also: nearly all actives have a fitted effect of over 55% in size
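Cells were dispensed at 400 per well, compounds added by pin tool, plates incubated ≥48 hr at 37 °C, then CellTiter-Glo added for 30 min at room temperature before luminescence reading. Line: DT40 Tdp1-/- complemented with hTDP1; camptothecin omitted.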
Numbers without * were called inactive; ? = inconclusive; . = not tested or not shown; & = joins results of further samples; [ ] = another dose, or the depositor's remark. Calls follow the shape of the dose curve; as a rule, active = well fitted curve in the direction sought with a large enough effect; inconclusive = small, poorly fitted or top-dose-only effect, or another doubt; inactive = no such curve, though single readings can be large; an effect the other way counts as inactive or inconclusive. Unless noted, % is scaled to controls: 0 for no effect and ±100 for the full control effect; potency is read from the fitted curve at half-maximal effect. This is a subset; count on the stated rates, not on these rows.

Results follow in this order: TDP1 block, N370S GC mod, TDP1 cell noCPT
> CCC(C)(C)NC(=O)C(c1ccc(F)cc1)N(Cc1ccco1)C(=O)c1snc(C(N)=O)c1N (stereo not drawn)
 : 5%, -20%, -37%
> COc1cccc(NC(=O)COC(=O)c2ccc(F)cc2F)c1
 : 3%, 9%, -28%
> CCOC(=O)COc1cc(OCC(=O)OCC)c2c3c(c(=O)oc2c1)CCCC3
 : ., 15%, 5%
> CC1CS(=O)(=O)CCN1N=Cc1ccc([N+](=O)[O-])o1 (stereo not drawn)
 : ., -14%, ?
> Cc1occc(=O)c1OCc1c(F)cccc1Cl
 : 9%, 14%, -1%
> CCn1c(=N)n(CC(=O)c2ccc(Cl)c(Cl)c2)c2ccccc21
 : ., -9%, 21µM*
> CC1=C(C)C(c2ccccc2)NC(=S)N1 (stereo not drawn)
 : 2%, 2%, ?
> COc1ccc(Cn2c(SCc3ccc(C(=O)NC(C)c4ccccc4)cc3)nc3cccnc32)cc1 (stereo not drawn)
 : 5%, ., ?
> Cc1cc(C)n2nc(SCCOc3ccc(F)cc3)nc2n1
 : -3%, 5%, -14%
> CN(C)/C=C/C(=O)C(F)(F)F
 : 9%, 17%, -3%
> Cc1ccc(CN2CC(C(=O)O)CC2=O)cc1 (stereo not drawn)
 : -2%, -1%, 13%
> CN1CCN(C(=O)CN(C)S(=O)(=O)c2ccc3ccccc3c2)CC1
 : -6%, 5%, -25%
> O=C(CCN1C(=O)/C(=C/c2ccccc2F)SC1=S)Nc1cccnc1
 : 2%, -7%, 0%
> Cc1oc(-c2ccccc2Cl)[n+]([O-])c1C
 : -2%, 4%, 23µM*
> CCOC(=O)c1ccc(NC(=O)c2oc(=O)c3ccccc3c2-c2ccccc2)cc1
 : 2%, ., ?
> CC(=O)Nc1nc(CC(C)C)cc2c1c(=O)oc1ccccc12
 : 7%, 7%, -16%
> Cc1nnc(NC(=O)CSc2nnc3scc(-c4ccc(C)c(C)c4)n23)s1
 : 0%, -6%, 0%
> Cc1ccc(CNC(=O)Cn2c(=O)cc(C(F)(F)F)c3c(C)nn(C)c32)cc1
 : 7%, ., -1%
> O=C(N[C@H](C(=O)O)c1ccccc1)C1CCC(Cn2nnc3ccccc3c2=O)CC1 (stereo partly drawn)
 : 5%, 14%, .
> CCc1nn(CC(=O)NC(C)CCc2ccccc2)c(=O)c2cc3occc3n12 (stereo not drawn)
 : 4%, -2%, ?
> Cc1cccc(C(=O)OCC(=O)Nc2ccc3c(c2)OCCO3)c1
 : 1%, ., ?
> COC(=O)c1cccc(Nc2nc(-c3cccnc3)nc3ccccc23)c1
 : ., -27%, 9.2µM*
> Cc1c(C)c2ccc(OC(C)C(=O)NCCCN3CCOCC3)c(C)c2oc1=O (stereo not drawn)
 : 0%, -14%, 19%
> Cc1nc(NCCc2ccccc2)sc1C(=O)O
 : 2%[0.0935 µM], -3%, -1%
> Cc1[nH]c(=S)c(C#N)c(C)c1Cc1ccccc1
 : 3%, -2%, ?
> COc1cc(C(=O)Nc2sc3c(c2C#N)CCN(C(C)=O)C3)cc(OC)c1OC
 : 0%, -5%, ?
> COc1cc(/C=C/C(=O)OCC(=O)NC2CC2)cc(OC)c1OC
 : 0%, ., -6%
> COc1ccc(C2Nc3ccccc3C(=O)N2NS(C)(=O)=O)cc1 (stereo not drawn)
 : 5%, -7%, 0%
> C=CCNc1nc(N2CCCCC2)c(C#N)c2c1CN(Cc1ccccc1)CC2
 : 7%, -6%, 23µM*
> COc1ccc(-c2sc3cc4c(cc3c2C#CC2(N)CCCCC2)OCO4)cc1
 : 0%, ., 12µM*
> CC(C)=NN/C(N)=N/C(=S)Nc1ccc(C)cc1
 : 7%, 13%, ?
> CCCCn1c(N)c(N(CC)C(=O)CCNC(=O)c2ccc(Cl)cc2)c(=O)[nH]c1=O
 : 0%, ., -7%
> COc1ccc(NC(=O)Nc2ccc3c(c2)C(=O)N([C@H](C)CO)C[C@H](C)[C@@H](CN(C)C(=O)Nc2ccccc2)O3)cc1
 : 4%, ., 2%
> CCCOC(=O)CSC1=C(C#N)C(c2ccccc2OC)C(C#N)C(=O)N1 (stereo not drawn)
 : 7%, -7%, -2%
> C=CCNC(=S)N/N=C(\C)c1ccc(OC)cc1
 : 6%, 8%, ?
> O=C(c1ccccc1)N1CCN(c2ncnc3c2cnn3-c2ccccc2)CC1
 : 2%, 1%, 21µM*
> CCOc1ccc(NC(=O)CC2CC(C)(C)OC2=O)cc1 (stereo not drawn)
 : 0%, -4%, -9%
> CC(NC(=O)Nn1cnnc1)(C(F)(F)F)C(F)(F)F
 : 6%, -1%, 7%
> COc1ccc2ccccc2c1/C=N/Nc1cccc(C(=O)O)c1
 : ., -7%, 2%
> O=c1nc2s/c(=C\c3ccc(-c4ccccc4[N+](=O)[O-])o3)c(=O)n2nc1-c1ccccc1
 : -3%, 5%, -7%

Arranged by molar mass (lowest first): three of the compounds above.
Results follow in this order: TDP1 block, N370S GC mod, TDP1 cell noCPT
> Cc1nc(NCCc2ccccc2)sc1C(=O)O
 : 2%[0.0935 µM], -3%, -1%
> CC(C)=NN/C(N)=N/C(=S)Nc1ccc(C)cc1
 : 7%, 13%, ?
> Cc1cccc(C(=O)OCC(=O)Nc2ccc3c(c2)OCCO3)c1
 : 1%, ., ?

Carrying on:
Results follow in this order: TDP1 block, N370S GC mod, TDP1 cell noCPT
> N#CC(c1ccccc1)N(CCCCl)C(=O)c1ccccc1 (stereo not drawn)
 : 4%, 5%, ?
> CN1CCN(C(c2cc3cc4c(cc3[nH]c2=O)OCCO4)c2nnnn2C2CCCC2)CC1 (stereo not drawn)
 : 3%, -3%, .
> O=C(O)c1cccc(S(=O)(=O)N2CCN(c3ccccn3)CC2)c1
 : 1%, 0%, 1%
> CC(=O)Nc1cccc(N2C(=O)CC(N3CCC(C(=O)N4CCCCC4)CC3)C2=O)c1 (stereo not drawn)
 : 5%, -1%, 8%
> CCCn1c(=O)sc2cc(NC(=O)COc3ccc(Cl)cc3)ccc21
 : 5%, ., ?
> COCCCNC(=O)Cn1cc2c(n1)CCC(C)C2 (stereo not drawn)
 : 0%, 6%, -4%
> CCOc1ccc(S(=O)(=O)N2CCCC(C(=O)N3CCOCC3)C2)cc1C (stereo not drawn)
 : -2%, -3%, ?
> COC(=O)c1cc2c(ccn2-c2ccc(F)cc2)n1CC(C)C
 : 0%, 15%, ?
> CCOc1ccc2[nH]c(=O)c(C(c3nnnn3C3CCCCC3)N3CCN(CC)CC3)cc2c1 (stereo not drawn)
 : 6%, -7%, -17%
> O=C(Nc1nc2c(s1)CCCC2)c1cccc(S(=O)(=O)N2CCCc3ccccc32)c1
 : 3%, 3%, 23µM*
> Cc1cc2ncc(-c3cccc(Cl)c3)cn2n1
 : 3%, 1%, 2%
> COc1cc2ccc(=O)oc2c(OC)c1OC
 : 3%[56.1 µM], -1%, -12%
> NCCCCCc1nnc(SCc2ccc(Cl)c(Cl)c2)o1
 : 3%, -4%, 1%
> O=C(Nc1ccc(F)cc1)C1CC2CCC1C2 (stereo not drawn)
 : 3%, -3%, -44%
> CC(C)Oc1cccc(C(=O)C2CCCN(C(=O)c3ccnn3C)C2)c1 (stereo not drawn)
 : -3%, 5%, 21µM*
> C=CCNC(=O)c1onc(CSc2ccccc2F)c1C(=O)O
 : 6%, 11%, -12%
> CC(C)Oc1ccc(CNC(=O)C2COc3ccccc3C2)cc1 (stereo not drawn)
 : 4%, ., ?
> COCCNC(=O)C(c1ccc(O)cc1)N(C(=O)CCC(=O)Nc1nccs1)c1ccc(C)cc1 (stereo not drawn)
 : 6%, -6%, -16%
> O=C(c1cnc2c(c1)COc1ccccc1-2)c1ccccc1O
 : 10%, ., ?
> COc1ccc(N(C(=O)Cn2nnc3ccccc32)C(C(=O)NCc2ccco2)c2ccncc2)cc1 (stereo not drawn)
 : 4%, 0%, 1%

By substructure: those above with a cyano group.
Results follow in this order: TDP1 block, N370S GC mod, TDP1 cell noCPT
> Cc1[nH]c(=S)c(C#N)c(C)c1Cc1ccccc1
 : 3%, -2%, ?
> COc1cc(C(=O)Nc2sc3c(c2C#N)CCN(C(C)=O)C3)cc(OC)c1OC
 : 0%, -5%, ?
> C=CCNc1nc(N2CCCCC2)c(C#N)c2c1CN(Cc1ccccc1)CC2
 : 7%, -6%, 23µM*
> CCCOC(=O)CSC1=C(C#N)C(c2ccccc2OC)C(C#N)C(=O)N1 (stereo not drawn)
 : 7%, -7%, -2%
> N#CC(c1ccccc1)N(CCCCl)C(=O)c1ccccc1 (stereo not drawn)
 : 4%, 5%, ?

Next entries.
Results follow in this order: TDP1 block, N370S GC mod, TDP1 cell noCPT
> CS(=O)(=O)N(CC(=O)NCc1ccc2c(c1)OCO2)Cc1ccccc1
 : -1%, 2%, 21µM*
> CCCOC1CCCN(C(=O)c2ccc(OC3CCN(Cc4ccccn4)CC3)cc2)C1 (stereo not drawn)
 : 1%, -1%, -12%
> O=C(c1ccco1)N1CCC2(CCN(Cc3ccccc3)CC2)CC1
 : ., 0%, -12%
> CCc1ccccc1N(C)C(=O)Nc1cn(CC(C)C)c(=O)c2ccccc12
 : 0%, ., 23µM*
> Cc1ccc(CNC(=O)CNC(=O)c2ccco2)cc1
 : ., -2%, -3%
> O=C(NCCc1ccccc1F)N[C@@H](Cc1ccccc1)C(=O)O
 : ., ?, 9%
> CSc1n[nH]c(=O)n1-c1cccc(Cl)c1
 : 3%, -4%, -9%
> C/C(CC(=O)Nc1ccc(OCc2ccccc2)cc1)=N\NC(=O)C(=O)Nc1cccc(C)c1
 : 5%, 0%, 9.2µM*
> COc1ccc(C(=O)NCCCSc2ccccc2)cc1F
 : -13%, 1%, ?
> O=Cc1cccn1-c1ccc(O)cc1
 : 8%, -16%, -44%
> CC(=O)Nc1cccc(-c2nc3ccccc3s2)c1
 : 0%, 5%, -8%
> Cc1nnc(SCC(=O)NNC(=O)COc2ccc(Br)cc2)n1C
 : -1%, ., 8%
> CCN(CC)CCOC(=O)/C=C/c1ccccc1
 : 5%, 5%, -1%
> Cc1ccc(CN(CC(=O)NCc2ccccn2)S(=O)(=O)c2ccccc2)cc1
 : 2%, 10%, 2%
> Cc1cccc(C)c1NC(=O)CNC(=O)c1ccc(N2CCCC2)c([N+](=O)[O-])c1
 : 1%[56.1 µM], ., 2%
> COc1cc(O)oc1C=Nc1ccc(C(F)(F)F)cc1
 : 0%, 8%, 0%
> COc1ccc2[nH]c(=O)c(CN(Cc3nnnn3Cc3ccco3)C3CCCCC3)cc2c1
 : ., -1%, 16µM*
> COc1ccc(OC)c(NC(=O)C(CC(C)C)NC(=O)C2CCCCC2)c1 (stereo not drawn)
 : 6%, -7%, ?
> CCOC(=O)C1=C(C)N=c2s/c(=C\c3cccc(OCC(=O)O)c3)c(=O)n2C1c1ccccc1 (stereo not drawn)
 : ., -8%, -8%
> CCN(CC)C(=O)COC(=O)c1ccc(C)c(NC(=O)c2ccco2)c1
 : -3%, -7%, 1%
> Cc1cc2cc(C#N)c(SCC(=O)Nc3nonc3C)nc2cc1C
 : ., -1%, ?
> COc1ccc(S(=O)(=O)N(C)C)cc1NC(=O)CN1C(=O)NC2(CCCC2)C1=O
 : ., -4%, -4%
> OCCC1CN(Cc2cccn2-c2nccs2)CCN1C1CCCCC1 (stereo not drawn)
 : ., 9%, 1%
> Cc1ccc(NC(=O)CCN2C(=O)OC(C)(C)C2(C)O)cc1 (stereo not drawn)
 : 0%, 0%, 1%
> O=C(/C=C/c1ccc(F)cc1)N1CCCN(C(=O)/C=C/c2ccc(F)cc2)CC1
 : -4%, 6%, ?
> Cc1cccc(C(=O)NC2CC3CCCC(C2)N3C(=O)NC2CCCCC2)c1 (stereo not drawn)
 : 3%, 0%, -18%
> CCN(CC)S(=O)(=O)c1ccc(N2CCOCC2)c(NC(=O)c2ccc(=O)n(C)n2)c1
 : 2%, ., 2%
> COC(=O)c1ccc(Cl)c(S(=O)(=O)N2CCCC2)c1
 : 8%, 6%, -12%
> COc1ccc(NC(=O)c2ccc(Cl)c(S(=O)(=O)N3CC(C)OC(C)C3)c2)cn1 (stereo not drawn)
 : 0%, ., ?
> Cc1scc(C(=O)Nc2ccon2)c1-c1ccccc1
 : 5%, 3%, -18%
> COc1ccc(-c2cn3nc(N4CCC(C(=O)NCc5ccccc5F)CC4)sc3n2)cc1
 : -6%, ., ?
> COc1ccc(NC(=O)/C=C/c2ccc(OC)c(OC)c2)cn1
 : 6%, -5%, ?
> CCCCN(CC)CCCNC(=O)c1cn(C)c(=O)c2c1c1ccccc1n2C
 : -5%, -4%, 3%&-10%
> Cc1ccc(S(=O)(=O)Nc2ccccc2CNc2ccccn2)cc1
 : 1%, -4%, ?
> Cc1ccc2c(NC(=O)C3CC3)cccc2n1
 : 2%, 6%, 7%
> O=c1c(Cc2ccc(F)cc2)c(O)ccn1Cc1ccc(Cl)cc1Cl
 : -3%, -4%, -5%
> COC(=O)[C@H](C)NC(=O)Nc1cc(Cl)ccc1C
 : -1%, 3%, -7%
> CCN(CC)CCCN1C(=O)c2oc3ccccc3c(=O)c2C1c1cccnc1 (stereo not drawn)
 : -7%, -11%, -21%
